Bioassay records (PubChem BioAssay)
Cneo AK release: Cryptococcus neoformans cell lysis inducers, primary screen, AK release luminescence, single concentration; C. neoformans lysis, adenylate kinase release luminescence, 4 h; normalised: neutral wells 0, clomiphene wells 100; lysis activity, % at 15 µM; 360,000 compounds, 0.2% hits; AID 651654, 2012;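 active = mean lysis activity across replicates of at least 80%, whatever share of replicates individually reach that level; inactive = mean lysis activity below 80%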
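Assay system: C. neoformans cells. Amount: yeast cell density of 5 × 10^6 cells/mL. Technique: AK luminescence. Buffer or medium: YPD. Times: static 4 h at 37 °C with compound, 1 h detection. Dosing: single-point compound dose. Read-out: lysis from increased AK signal.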
C2C12 statin: suppressors of statin myotoxicity in C2C12 myotubes, primary screen, cell-based, single point, plate reader. rescue of ATP level, % at 7.49 µM. AID 602340, 2012. C2C12 myotubes + simvastatin, ATP luminescence, 48 h; scaled: DMSO 0, geranylgeraniol control 100. 330,000 compounds, 0.78% hits;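 active = mean ATP rescue above about 67%, or every replicate alone reaching that limit, limit read from the data, passing the limit was not always enough; inconclusive = no clear call, values can overlap the other calls; inactive = mean under the limit and some replicate under it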;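 also: myotubes were challenged with 10 µM simvastatin during compound exposure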
LGR2 antag: inhibitors of bursicon-induced LGR2 CRE-luciferase signal, primary screen, cell-based, HEK293, CRE-luciferase reporter, bursicon stimulation. Drosophila bursicon receptor LGR2 (rickets). bursicon-stimulated, 4 h. inhibition, % at 9.99 µM. 380,000 compounds, 0.35% hits. AID 720647, 2013;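 active = drop in luminescence signal, shown as inhibition above about 50% in the replicate tests, limit read from the data, passing the limit was not always enough; inconclusive = probably only some replicates passing the limit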;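 also: agonist challenge used bursicon conditioned medium at about half maximal strength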
PGC1a acetyl inh: inhibitors of PGC1a acetylation signal, primary screen, cell-based, U2OS, AlphaScreen, inhibitor mode; AlphaScreen anti-acetyl-lysine; with virally co-expressed GCN5 acetyltransferase; AID 651687, 2012; inhibition, % at 15.6 µM; 350,000 compounds, 0.17% hits;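 active = every replicate shows inhibition of at least 40%; inconclusive = mean inhibition at least 40% but some replicate below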;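 also: 0% = neutral control wells and 100% = positive control wells; some results beyond the cut were filed as inactive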
INS-1E GSIS act: GLuc luminescence reporter in INS-1E cells, primary screen for activators of glucose-dependent secretion of insulin. AID 743287, 2014. 370,000 compounds, 0.61% hits. activation, % at 16.6 µM. INS-1E GLuc reporter insulin secretion, 2-3 h;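 active = lowest replicate activation of at least 40%, so every replicate reaches that level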;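 also: 0% = median of neutral control wells and 100% = median of IBMX positive control wells; some compounds called inactive have numbers as strong as hits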
PAX8 reporter: inhibitors of PAX8-driven TPO luciferase reporter, primary screen, RMG-I cells, single concentration | AID 652154, 2013 | 360,000 compounds, 1.2% hits | inhibition, % at 12.6 µM | SteadyGlo, 24 h;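 active = mean replicate inhibition at least 60% with every replicate also reaching 60%; inconclusive = only one of the two criteria is met; inactive = mean below 60% and not all replicates reaching 60%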;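 also: luciferase light reporting Pax8 driven TPO promoter activity; plate controls were median of neutral control wells for no effect and mitoxantrone controls for full effect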
ARNT TACC3 PPI: disruptors of ARNT/TACC3 protein interaction, primary screen, biochemical, AlphaScreen, single concentration; AlphaScreen His-ARNT PAS-B/GST-TACC3 binding, luminescence; TACC3 fragment carries E629A point mutation; 390,000 compounds, 0.66% hits; inhibition, % at 9.99 µM;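 active = mean inhibition of replicates at least 50% and at least half of replicates each reaching 50%; inconclusive = half or more replicates reach 50% but mean below 50%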;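 also: 0% = complete ARNT plus TACC3 wells and 100% = ARNT alone without TACC3; many hits fall short of the cut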
PglD inh: C. jejuni PglD acetyltransferase inhibitors, primary screen, biochemical, DTNB colorimetric, single point; UDP-N-acetylbacillosamine N-acetyltransferase PglD (Campylobacter jejuni); purified PglD enzyme, DTNB colorimetric CoA detection; inhibition, % at 12.5 µM; 360,000 compounds, 0.098% hits; in the data active = inhibition above about 16%, passing the limit was not always enough; inconclusive = no clear call, values can overlap the other calls; also: strong numbers were not always called active
* marks the source's active call; other numbers are inactive results; ? = inconclusive; . = no result given. Some of the compounds tested (hit frequency here may not be typical).

SMILES | Cneo AK release | C2C12 statin | LGR2 antag | PGC1a acetyl inh | INS-1E GSIS act | PAX8 reporter | ARNT TACC3 PPI | PglD inh
CCC(C)C(=O)N[C@@H](c1ccccc1)[C@@H](O)C(=O)O[C@H]1C[C@@]2(O)[C@@H](OC(=O)c3ccccc3)C3[C@](C)(C(=O)[C@H](OC(C)=O)C(=C1C)C2(C)C)[C@@H](O)C[C@H]1OC[C@@]31OC(C)=O (some centres not stated) | -2 | -12 | 7 | -17 | . | . | -14 | -3
O=C(c1cc(S(=O)(=O)N2CCC3(CC2)OCCO3)ccc1F)N1CCC2(CC1)OCCO2 | 0 | . | -3 | . | 9 | 3 | 1 | 6
Cc1c(C(=O)C(=O)N2CCC3(CC2)OCCO3)c2ccccc2n1C | 3 | 2 | 2 | -7 | 13 | -4 | 8 | 6
Cc1ccc(OP(N)(=O)Oc2ccc(C)cc2)cc1 | 0 | -4 | -57 | . | -1 | 5 | -9 | 0
COc1ccc(C(=O)OC2C[C@H]3CC[C@@H](C2)N3O)cc1OC (some centres not stated) | 7 | -8 | -9 | -3 | 9 | -12 | -1 | -3
CCCCOc1ccc(CN2CCN(CC)CC2)cc1 | 5 | -26 | . | 17 | . | . | -1 | 0
O=C1c2ccccc2-c2cc3ccccc3cc21 | . | . | -76 | 3 | -6 | -39 | -1 | .
O=C(Cc1ccccc1)N1CCCCN2[C@H](CO)[C@H](c3ccc(C#CC4(O)CCCC4)cc3)[C@H]2C1 | 0 | . | 7 | -4 | 1 | -3 | -31 | 1
O=C1NC(=O)C(Nc2ccccc2)C(=O)N1 | 0 | -3 | 5 | -3 | 8 | 5 | 33* | 5
COc1ccc(Cn2c(N)c(C(=O)NCc3ccco3)c3nc4ccccc4nc32)cc1 | -4 | 74* | . | -9 | . | . | -7 | -10
COC(=O)CN1C(=O)CN=C(c2ccccc2Cl)c2cc(Br)ccc21 | -1 | . | 14 | -1 | 7 | -15 | . | 3
O=c1[nH]c(=S)[nH]c(O)c1/C=C1/C=c2ccccc2=N1 | -1 | -4 | ? | . | 3 | -11 | -3 | 0
CC1CC2(O)c3nonc3CCC2N1O (configuration not stated) | 1 | 6 | . | 9 | . | . | -3 | 0
O=c1[nH]c(=O)n(-c2ccc(Br)cc2)c(O)c1C=NC(CO)(CO)CO | -2 | . | 5 | -3 | -7 | -5 | . | -2
CCOc1cc2c(cc1OCC)-n1cccc1C(c1ccc(F)cc1)NC2 (configuration not stated) | 3 | -11 | -6 | 14 | -15 | 21 | 12 | 3
COC(=O)C1=C(c2cc3ccccc3o2)C[C@@H]2CC[C@H]1N2C(=O)NCc1cccc2ccccc12 | 1 | 14 | 36 | -13 | 1 | 6 | -4 | 1
CCC(=NCCN1CCOCC1)c1c(O)n(-c2ccccc2C)c(=O)[nH]c1=O | 3 | . | . | . | 13 | . | -3 | 4
O=C(NCCCN1CCOCC1)C(Cl)(Cl)Cl | . | . | 1 | . | -1 | -2 | -7 | .
CNCCc1c[nH]c2ccc(O)cc12 | 0 | 2 | -1 | 7 | -1 | 8 | 3 | 1
CN(C)CCNC(=O)c1cccn(Cc2cc(C(F)(F)F)cc(C(F)(F)F)c2)c1=O | . | -3 | 8 | -9 | -11 | -1 | 6 | .
Cc1ccc2cc(C=C(C#N)C#N)c(Cl)nc2c1 | . | . | -2 | . | -7 | -1 | -2 | .
CC(C)CCn1c(N)c(C(=O)NCc2cccs2)c2nc3ccccc3nc21 | -2 | . | 27 | 2 | -39 | . | -1 | 4
CCOc1ccc(C(C)=O)cc1Cc1c(O)[nH]c(=S)[nH]c1=O | 0 | 5 | 6 | 12 | -1 | 14 | -3 | 11
CN1C(=O)NC(=O)C(N=Nc2ccc(Cl)cc2)C1=O (configuration not stated) | -2 | 13 | -17 | 6 | -3 | -110 | -3 | -3
COC(=O)C1=C(c2ccc(F)cc2OCc2ccccc2)C[C@@H]2CC[C@H]1N2C(=O)NCc1ccc(OC)c(OC)c1 | -1 | -9 | -5 | 0 | -17 | 22 | 0 | 1
CCCOP(=O)(OCCC)C(NC(=O)c1cc(OC)c(OC)c(OC)c1)c1ccccc1 (configuration not stated) | 1 | -13 | 7 | . | -18 | 17 | -3 | -2
Cn1c(=O)cc(OCC(=O)N2CCC3(CC2)OCCO3)c2ccccc21 | . | 10 | -1 | -7 | . | 7 | -4 | 1
c1ccc2c(CN3CCOCC3)c[nH]c2c1 | 2 | 7 | 2 | 5 | -2 | 26 | -3 | 3
O=[N+]([O-])c1ccc(N2CCNCC2)cc1N1CCCCCC1 | 0 | . | 9 | 14 | . | 22 | 11 | -3
Cc1[nH]c2ccc(OCc3ccccc3)cc2c1CCN | 0 | -95 | -2 | 2 | 3 | -3 | 11 | -6
CCC1(OC(=O)c2ccccc2)CC(C)N(C)CC1C (configuration not stated) | 0 | 2 | -4 | -12 | 9 | 13 | 1 | 2
CN1CCCN(C(=O)COc2ccc(Br)cc2)CC1 | 0 | . | -2 | -19 | 0 | 9 | 4 | -2
O=C1CC(=O)N(c2ccccc2)C(=O)N1c1ccccc1 | -3 | 2 | -13 | 13 | 9 | -29 | -3 | 5
CC(=O)Nc1ccc(S(=O)(=O)NC(CC(=O)N2CCC3(CC2)OCCO3)C(C)C)cc1 (configuration not stated) | -5 | 4 | . | 5 | . | . | -13 | -14
CCN(CC)C(=O)Oc1ccc(NC(=O)N2CCOCC2)cc1 | -2 | -4 | 2 | 5 | 0 | -6 | -4 | -1
C=CCN1C(=O)NC(=O)/C(=C/c2ccoc2)C1=O | 0 | -10 | -2 | 7 | 5 | -8 | -6 | -1
Cc1cc(C)n2c(Br)c(CN3CC4CC(C3)c3cccc(=O)n3C4)nc2n1 (configuration not stated) | 0 | 5 | -3 | 5 | -6 | 12 | 1 | -4
COc1ccc(N/N=C/c2c(O)n(-c3cccc(C)c3)c(=O)[nH]c2=O)cc1 | 0 | 20 | 2 | 10 | 9 | 8 | 36 | -1
O=C1NC(=S)N(C2CC2)C(=O)/C1=C/c1ccc2c(c1)CCN2CCCCl | 7 | -8 | 19 | 1 | -24 | 7 | -4 | -3
Cc1oc(-c2ccc(F)cc2F)nc1CN1C[C@@H]2C[C@@H](C1)c1cccc(=O)n1C2 | . | . | -22 | 1 | -2 | 20 | -4 | .

Reprinted at random: 4 records from the list.
SMILES | Cneo AK release | C2C12 statin | LGR2 antag | PGC1a acetyl inh | INS-1E GSIS act | PAX8 reporter | ARNT TACC3 PPI | PglD inh
COc1ccc(N/N=C/c2c(O)n(-c3cccc(C)c3)c(=O)[nH]c2=O)cc1 | 0 | 20 | 2 | 10 | 9 | 8 | 36 | -1
c1ccc2c(CN3CCOCC3)c[nH]c2c1 | 2 | 7 | 2 | 5 | -2 | 26 | -3 | 3
COC(=O)C1=C(c2ccc(F)cc2OCc2ccccc2)C[C@@H]2CC[C@H]1N2C(=O)NCc1ccc(OC)c(OC)c1 | -1 | -9 | -5 | 0 | -17 | 22 | 0 | 1
O=C1NC(=S)N(C2CC2)C(=O)/C1=C/c1ccc2c(c1)CCN2CCCCl | 7 | -8 | 19 | 1 | -24 | 7 | -4 | -3

Continuation.
SMILES | Cneo AK release | C2C12 statin | LGR2 antag | PGC1a acetyl inh | INS-1E GSIS act | PAX8 reporter | ARNT TACC3 PPI | PglD inh
Cc1cc(C(=O)OCC(=O)Nc2cccc(F)c2)c(C)n1C1CC1 | 0 | 2 | -45 | . | -14 | -19 | . | -2
CC(=O)[C@H]1CCC2C3CC[C@H]4C[C@@H](O)CC[C@]4(C)C3CC[C@@]21C (some centres not stated) | 1 | -8 | -11 | 3 | 18 | -22 | -10 | 9
CC1(C)COC(Nc2cccc(Cl)c2)=N1 | -1 | . | . | . | . | -32 | -3 | 1
Nc1ccccc1C(=O)OC1CSC1 | -1 | -7 | . | -1 | . | . | 2 | -4
COC(=O)C1=C(c2ccc(OC)c(OC)c2)C[C@@H]2CC[C@H]1N2C(=O)N1CCCC1 | 28 | 1 | 8 | -8 | 22 | -28 | 17 | 2
Cn1cc(C(=O)c2ccccc2)c2ccccc21 | 0 | 9 | -16 | -5 | 14 | -7 | -3 | -4
COc1cccc(N2C(=O)NC(=O)C3(Cc4cc(C)ccc4N(C)C3)C2=O)c1 (configuration not stated) | -1 | 6 | . | 12 | . | . | -3 | 0
COC(=O)[C@H]1[C@H](CO)[C@H]2Cn3c(ccc(/C=C/c4ccccc4)c3=O)[C@@H]1N2C(=O)C1CCC1 | -5 | 35 | 5 | . | -5 | . | -13 | 5
CN(C)P1(N(C)C)=NC(C(F)(F)F)=NC(C(F)(F)F)=N1 | -1 | -1 | . | 11 | . | 15 | -5 | -6
Nc1cc(C(=O)Nc2ccc(Cl)cc2)ccc1N1CC2CC(C1)c1cccc(=O)n1C2 (configuration not stated) | -1 | -15 | -2 | -4 | -7 | 23 | 4 | -2
COc1cc(OC)c(OC)cc1CNCCc1ccc(OC)c(OC)c1 | -1 | 6 | -24 | 6 | 22 | . | -3 | -3
CCOP(=O)(Oc1ccccc1)c1c([N+](=O)[O-])cc(C(F)(F)F)cc1[N+](=O)[O-] (configuration not stated) | -1 | 4 | 5 | -1 | 7 | -37 | 5 | 4
CCOc1ccccc1N1C(=O)CC(=O)NC1=O | -1 | 1 | 2 | -6 | -5 | 4 | 0 | .
CCN(CC)C(=O)c1ccc(NC(=O)Nc2ccccc2F)cc1 | . | . | 75* | . | 5 | 15 | -3 | .
COC(=O)C1=C(c2ccc3ccccc3c2)C[C@@H]2CC[C@H]1N2C(=O)N1CCC(C)CC1 | -1 | -5 | . | -21 | . | . | 9 | -4
Nc1ccc(Br)cc1 | -3 | -1 | 1 | 5 | 3 | 4 | 19 | 3
O=C(/C=C/c1ccccc1)NCCc1cnc[nH]1 | 0 | -2 | 5 | 1 | 14 | . | 0 | 2
Cc1ccc(-c2nc3ccccc3c(=O)n2-c2ccc(Br)cn2)cc1 | . | . | 6 | . | 26 | 10 | -16 | .
C[C@@H]1CN([C@@H](C)CO)C(=O)CCCn2cc(nn2)CO[C@@H]1CN(C)C(=O)Oc1cccc2ccccc12 | 7 | 30 | 5 | 7 | 6 | . | -4 | 0
CCn1cc(C(=O)N2CCOCC2)c2ccccc21 | . | . | -8 | ? | 8 | 11 | 0 | .
O=C(c1ccc(F)cc1)N1CCC2(CC1)OCCO2 | 0 | 21 | -3 | -6 | 2 | -2 | -3 | -5
CC(C)CC#Cc1ccc([C@@H]2[C@H]3CN(C(=O)Cc4ccccn4)CCCCN3[C@H]2CO)cc1 | 0 | -13 | 7 | -7 | -23 | -2 | 4 | -2
C/C(=N\N1CCCCCC1)c1c(O)n(-c2ccccc2)c(=O)[nH]c1=O | . | . | 17 | . | -2 | -2 | -5 | .
Cc1cc(N2C(=O)C3CCCN3C2c2cccc(Cl)c2)no1 (configuration not stated) | 1 | 4 | . | 7 | . | 19 | -5 | 5
COc1ccc2c(c1OC)C(=O)O[C@@H]2[C@H]1c2cc3c(cc2CCN1C)OCO3 | 0 | 4 | 2 | 2 | . | 4 | -8 | -2
